NADH enzymes = inhibitors of enzymes used to reach an NAD/NADH endpoint; coupled PK/LDH NADH assays, four targets; IC50, µM (doses to about 10 µM), without a hit: at the highest dose inhibition; hit rate 0.02% among 65,000; AID 774;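 active = single-dose screening hits from any of four coupled enzyme assays that gave an IC50 when retested across doses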;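 also: the DPM-DC format reads NADH fluorescence rather than 340 nm absorbance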
M1 antagonist = M1 muscarinic receptor (rat) antagonism; B-score at 10 µM; CHO-M1 cells, Fluo-4 calcium, ACh EC80 antagonist mode; active compounds read low; P08482; hit rate 3.4% among 64,000;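 active = calcium fluorescence response, raw or row-and-column corrected B-score, differing from the plate sample mean either way at a set confidence level, mostly lower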
Target sequence (P08482 whole entry, looked up): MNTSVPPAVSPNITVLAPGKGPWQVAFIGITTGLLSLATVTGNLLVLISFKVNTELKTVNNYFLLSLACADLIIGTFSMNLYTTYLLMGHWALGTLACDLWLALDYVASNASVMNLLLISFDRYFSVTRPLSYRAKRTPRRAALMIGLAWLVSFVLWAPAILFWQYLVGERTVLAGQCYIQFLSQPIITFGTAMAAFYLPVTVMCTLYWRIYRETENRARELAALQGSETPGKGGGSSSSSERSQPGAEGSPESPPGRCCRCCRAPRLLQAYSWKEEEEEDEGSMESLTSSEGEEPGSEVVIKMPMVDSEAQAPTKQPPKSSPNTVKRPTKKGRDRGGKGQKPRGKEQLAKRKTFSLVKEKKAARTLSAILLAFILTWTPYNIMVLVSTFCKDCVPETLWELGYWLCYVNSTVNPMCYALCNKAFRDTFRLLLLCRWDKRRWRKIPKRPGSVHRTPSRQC
D1 mod = allosteric modulators of human D1 dopamine receptor | HEK293 D1, CRE-luciferase, dopamine EC30 potentiation; actives deviate in either direction | P21728 | AID 641 | hit rate 5.9% among 58,000 | B-score at 10 µM;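 active = luminescence count or its row- and column-corrected plate score outside the 99.7% band of the plate's sample wells, on either side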
Ecoli tolC = blocks growth of E. coli BW25113 tolC mutant. OD615. growth inhibition, % at 10 µM (by protocol). AID 573. hit rate 2.2% among 65,000;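 active = growth inhibition at or above a cutoff equal to the mean over every tested compound plus 3 SD, cut at about 60% in these data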;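 also: growth measured after 20 h incubation at 37 °C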
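Material: E. coli BW25113 ΔtolC::kan, tolC deletion mutant strain. Measure: percent growth inhibition. Schedule: 37 °C, 20 h exposure. Doses: single-point testing at 10 µM. Signal: A615 absorbance measurement. Buffer or medium: kanamycin-containing LB broth (50 µg/mL).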
SF-1 act = SF-1 (human) activation; CHO-K1 Gal4-SF-1 LBD luciferase reporter; % increase over DMSO SF-1-specific signal; activation, % at 10 µM; hit rate 1.9% among 65,000; AID 522;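 active = activation above the mean activation of all tested compounds plus 3 SD, cut at about 50% in these data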
Target sequence (Q13285 whole entry, looked up, the tested form may be a part): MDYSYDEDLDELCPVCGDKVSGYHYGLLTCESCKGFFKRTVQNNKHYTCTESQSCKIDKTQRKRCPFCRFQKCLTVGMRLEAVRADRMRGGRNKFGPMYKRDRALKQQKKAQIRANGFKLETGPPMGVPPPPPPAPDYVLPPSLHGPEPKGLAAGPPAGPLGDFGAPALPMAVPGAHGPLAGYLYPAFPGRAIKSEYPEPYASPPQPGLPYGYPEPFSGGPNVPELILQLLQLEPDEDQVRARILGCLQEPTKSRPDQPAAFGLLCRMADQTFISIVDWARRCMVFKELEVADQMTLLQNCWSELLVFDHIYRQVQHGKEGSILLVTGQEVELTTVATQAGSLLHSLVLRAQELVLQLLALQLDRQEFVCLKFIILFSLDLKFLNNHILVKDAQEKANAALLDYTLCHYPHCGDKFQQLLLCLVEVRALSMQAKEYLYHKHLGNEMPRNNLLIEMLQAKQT
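Test system: CHO-K1 cells co-transfected with Gal4 DBD–human SF-1 LBD, 5xGal4 luciferase reporter. Quantity: 4,000 cells per well. Compound: 10 µM only. Incubation: compound added 1 h post-seeding, 20 h exposure at 37 °C, 5% CO2. Detection: SteadyLite luciferase luminescence. Replication: one test per compound.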
TNAP act mid DEA = activators of human TNAP at intermediate phosphate acceptor; P05186; purified TNAP, CDP-star luminescence, 100 mM DEA, 30 min; active compounds read high; scale: 0 levamisole-inhibited, 1 vehicle-only enzyme; activation factor at 20 µM; 64,000 tested, under 10 active;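 active = activation factor of at least 2 at 20 µM, relative to controls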
Jurkat viability = cytotoxicity toward Jurkat cells; inhibition, % at 4 µM; hit rate 1.2% among 56,000; Jurkat E6.1 viability, ATP luminescence, 48 h;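 active = inhibition above the mean inhibition of all tested compounds plus 3 SD, cut at about 28% in these data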
M1 ag = activates the M1 muscarinic receptor | CHO-M1 cells, Fluo-4 calcium fluorescence, agonist mode; active compounds read high | B-score at 10 µM | hit rate 3% among 64,000 | AID 626;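 active = fluorescence rise, raw or as B-score row- and column-corrected plate score, outside the 99.7% band of its plate's samples, either direction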
HEK293 NFkB inh = lowers PMA/ionomycin-induced NF-kB signal in HEK293 cells; HEK-293 NF-kB luciferase reporter, luminescence; inhibition, % at 3 µM; hit rate 0.21% among 62,000;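 active = inhibition above the mean of all tested compounds plus 3 SD, cut at about 40% in these data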;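 also: 0% = stimulated DMSO wells and 100% = 10 µM reference inhibitor 5653914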
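System – HEK-293 cells with stable firefly luciferase reporter driven by four HIV NF-kB elements · Doses – one dose, 3 µM · Schedule – 1 h compound pre-incubation, 16 h PMA/ionomycin at 37 °C · Technique – luminescence from luciferase substrate reagent · Measure – percent inhibition normalized per plate to DMSO and reference-inhibitor controls · Replicates – tested once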
Active calls of the source: *; / = no result given; [ ] = dose if it differs, or a comment.

SMILES	NADH enzymes	M1 antagonist	D1 mod	Ecoli tolC	SF-1 act	TNAP act mid DEA	Jurkat viability	M1 ag	HEK293 NFkB inh
COCCNC(=O)C(c1ccc(C)o1)N(C(=O)c1snc(C(N)=O)c1N)c1cccc(C)c1 (configuration not stated)	15%	-0.066	0.082	-13	4	1	-3	0.16	6
COCCn1c(SCC(=O)NCc2ccc3c(c2)OCO3)nnc1-c1c[nH]c2ccccc12	2%	-0.15	-0.73	6	-8	1	-3	-0.054	6
O=c1cc(CSc2ccc(Cl)cc2)nc(N2CCOCC2)[nH]1	9%	0.14	/	-3	-2	0.9	12	-0.0027	14
Cn1c(N)c(C(=O)COC(=O)C2(c3ccc(F)cc3)CCCC2)c(=O)n(C)c1=O	7%	1	-0.047	-1	2	/	-2	0.078	16
COc1ccc(NC(=O)CN2CCCCC2)cc1	6%	0.46	0.13	-9	18	0.9	4	0.0045	-7
COc1cc(NC(=O)c2ccco2)ccc1NC(=O)c1ccccc1Cl	7%	-0.47	-1.6	14	-5	0.8	-6	0.9	8
CN(C)C(=O)N1CCC(C(=O)NCc2ccccc2Cl)CC1	6%	0.87	1.2	-20	4	1	-6	0.55	13
COc1ccc(C2N(c3cc(C)on3)C(=O)C3CCCN32)cc1OC (configuration not stated)	5%	-0.37	2.2	-39	7	1.1	4	0.35	18
COc1ccc(C(=O)NCCc2c[nH]c3ccccc23)cc1S(=O)(=O)N1CCOCC1	5%	-0.62	0.73	-1	9	1.1	5	0.031	1
COC(=O)[C@@H](NC(=O)Nc1ccccc1F)C(C)C	0%	1.6*	-0.0087	-23	6	1	2	1.5	8
CCN1CSC(=S)N(Cc2ccc(OC)cc2)C1	2%	/	/	18	-8	/	/	/	0
CCOc1ccc(-c2nnn(CC(=O)c3ccc4c(c3)OCCO4)n2)cc1OCC	1%	-1.6	9.3*	29	-1	1	0	-0.071	8
COc1ccc(NC(=O)CSc2ccccn2)cc1OC	2%	0.21	-0.47	-7	2	0.9	8	0.45	4
O=C(NCc1ccncc1)C(F)(F)C(F)(F)C(=O)NCc1ccncc1	5%	0.56	/	-5	-18	0.9	-2	0.043	3
Cc1ccc(C2c3c(-c4ccccc4O)n[nH]c3C(=O)N2Cc2ccncc2)cc1 (configuration not stated)	5%	1.5	/	69*	26	1	86*	0.065	12
CC(C)(C)n1nnnc1C(c1ccccc1F)N(Cc1ccco1)CC1CCCO1 (configuration not stated)	5%	0.34	0.018	59	-5	1	6	-0.43	16
COc1ccccc1CNC(=O)Cn1nnc(-c2ccncc2)n1	4%	/	0.31	-10	-12	0.9	0	/	3
CC1CC(c2ccccc2)n2nc(NC(=O)c3cccs3)nc2N1 (configuration not stated)	1%	0.18	-1	15	0	1.1	-1	-0.16	12
CCc1ccc2nc(NC(=O)CSCc3c(C)noc3C)sc2c1	1%	-1.4	3.4	2	15	0.8	1	-0.096	10
Cc1cnc(NC(=O)CSc2ncc(-c3ccccc3)n2Cc2ccco2)s1	3%	0.31	0.015	10	-7	0.8	-2	0.31	12

Three entries from above, with values under each structure.
Each structure is followed by: NADH enzymes, M1 antagonist, D1 mod, Ecoli tolC, SF-1 act, TNAP act mid DEA, Jurkat viability, M1 ag, HEK293 NFkB inh
CCOc1ccc(-c2nnn(CC(=O)c3ccc4c(c3)OCCO4)n2)cc1OCC
    1%, -1.6, 9.3*, 29, -1, 1, 0, -0.071, 8
CC1CC(c2ccccc2)n2nc(NC(=O)c3cccs3)nc2N1 (configuration not stated)
    1%, 0.18, -1, 15, 0, 1.1, -1, -0.16, 12
CC(C)(C)n1nnnc1C(c1ccccc1F)N(Cc1ccco1)CC1CCCO1 (configuration not stated)
    5%, 0.34, 0.018, 59, -5, 1, 6, -0.43, 16

Later entries.
SMILES	NADH enzymes	M1 antagonist	D1 mod	Ecoli tolC	SF-1 act	TNAP act mid DEA	Jurkat viability	M1 ag	HEK293 NFkB inh
CCN1CCN(C(=O)C2CCN(Cc3nc(-c4cccc(Cl)c4)oc3C)CC2)CC1	4%	-0.73	0.23	-2	-5	0.9	2	-1.1	14
O=C1CC(c2ccco2)Cc2nc(Nc3ccc(F)cc3)ncc21 (configuration not stated)	1%	1.3	0.12	31	-15	0.9	2	-0.42	6
Cc1cc(OCC(=O)N2CCOCC2)c(C(C)C)cc1Cl	3%	-0.11	-0.12	18	-18	1	-5	0.47	4
Cc1c(N=Cc2cc3c(cc2Cl)OCO3)c(=O)n(-c2ccccc2)n1C	2%	-0.47	-0.15	-12	10	0.9	-2	-0.59	17
CC1(C)Cc2c(c(=S)nc(-c3ccccc3)n2CCOCCO)CO1	3%	0.76	0.22	-14	5	0.9	/	-0.074	1
CC(C)COC(=O)c1ccc(NC(=O)C2C3C=CC(C3)C2C(=O)O)cc1 (configuration not stated)	5%	0.24	0.17	19	64*	0.9	-6	-0.032	-24
CCn1c(CNc2ccc(C)cc2C)nnc1SCC(=O)N1CCCc2ccccc21	5%	/	-0.29	38	-9	1	2	/	19
CCCn1nc(-c2ccccc2)c2nc3ccccc3nc21	4%	0.5	2	-12	-15	1	-6	475*	3
CCOc1ccc2c(c1)n([O-])c1c([n+]2=O)CCCC1	6%	0.1	/	16	2	0.8	/	-0.7	/
O=C(c1ccco1)N1CCN(C(=O)c2cc3c(s2)-c2ccccc2OC3)CC1	6%[fluoresces]	-0.54	-0.65	35	30	0.8	-11	-2	8
c1ccc(Cc2nn3c(Cn4nnc5ccccc54)nnc3s2)cc1	5%	0.58	2.3	8	-1	1	2	-0.037	11
COc1ccc(OC)c(NC(=O)CN2C(=O)C3(OCCCO3)c3ccccc32)c1	5%	0.025	-0.63	-6	-2	0.9	-5	0.58	15
CC(=O)Nc1nc(CC(C)C)cc(-c2ccco2)c1C#N	7%[fluoresces]	0.29	9.7*	1	1	0.8	-13	0.22	2
O=C(c1ccc(COc2ccccc2Cl)o1)N1CCN(Cc2ccc3c(c2)OCO3)CC1	8%	-0.2	-1.2	52	-1	0.9	4	2.6	15
O=C(c1cccnc1)N1C2CCC1CC(O)(c1ccc(F)cc1)C2 (configuration not stated)	9%	0.3	0.94	-18	4	0.9	-8	0.081	-4
Cc1cc(S(=O)(=O)N2CC(=O)N(CCc3ccccc3)C(=O)C2)ccc1F	4%	0.21	-0.75	-8	-16	0.9	-8	-0.025	15
COCCn1c(SCC(=O)NC(=O)NCc2ccccc2)nc2ccccc21	5%	0.0041	0.43	15	10	0.9	-5	0.66	20
O=C(Nc1ccccc1)N1CCN(Cc2ccc3c(c2)OCO3)CC1	5%	-0.0078	-0.43	-3	3	1	2	0.017	16
COC(=O)c1[nH]c2cccc(OC)c2c1NC(=O)CN1CCN(c2cccc(OC)c2)C(C)C1 (configuration not stated)	13%	-0.57	-0.1	29	14	0.9	12	2.2	10
CCOC(=O)c1sc(NC(=O)C(CC)Sc2nccn2C)nc1C (configuration not stated)	1%	-0.43	0.95	12	-19	1.1	-3	0.46	8
CC(=O)c1cccc(NC(=O)N2CCN(S(C)(=O)=O)CC2)c1	4%	0.054	-0.74	-10	-4	0.9	8	0.23	5
COC(=O)c1sc(=S)n(-c2cc(F)ccc2F)c1N	4%	-0.012	-0.11	3	4	0.9	/	-0.25	16
Cc1nnc(Oc2ccccc2)c2ccccc12	6%	0.025	0.86	4	9	0.9	-7	0.8	10
COC(=O)CN(c1cc(C(F)(F)F)ccc1Cl)S(C)(=O)=O	4%	-0.11	0.041	-16	2	0.9	-4	0.014	14
COC(=O)Cn1c(=O)c2c(nc(Br)n2CC(=O)OC)n(C)c1=O	2%	0.016	0.83	-17	7	1	-2	-0.081	8
CCC(=O)N/C(=N/c1nc(C)cc(C)n1)Nc1cccc(OC)c1	6%	/	1	15	/	1	/	/	/
CC(=O)c1c(C(C)=O)c(C)n(-c2nc(-c3ccccc3)c(C)s2)c1C	7%	0.74	-0.2	-2	-16	0.9	/	-0.66	12
O=C(NCC1(c2ccccc2)CCOCC1)c1ccc(Br)o1	7%	-0.24	0.34	-4	1	1	-3	-0.23	23
CN(C)c1nc(OCCOC(=O)c2ccccc2)nc(N(C)C)n1	9%	-0.59	1	2	6	0.9	4	-0.014	3
COc1ccc(C(=O)Cn2c(N3CCOCC3)nc3ccccc32)cc1OC	8%	-0.67	-3*	-17	15	1	2	0.083	22
CCN1CCN(c2cc(C)c3cc(NC(=O)c4cnccn4)ccc3n2)CC1	2%	-1.9	-0.35	-12	9	0.9	6	2.1	4
CCn1nc(C(=O)OCC(=O)c2ccc3c(c2)OCCO3)c2ccccc2c1=O	2%	1.6	/	8	-4	0.9	/	0.042	7
Cc1ccc(NC(=O)CN2C(=O)C(C)Oc3ccccc32)nc1 (configuration not stated)	6%	-0.31	0.88	-16	-15	0.8	0	0.027	2
Cc1cc2oc(C(=O)Nc3cccnc3)c(C)c2cc1C	7%	-0.56	/	-19	-4	0.9	2	-0.42	4
O=C(C1CCCCC1)N1CCC(n2nnc3ccccc32)CC1	4%	/	/	6	6	1	-4	/	9
O=C(CN(C(=O)CNC(=O)c1ccco1)c1ccc2c(c1)OCO2)NC1CCCCC1	7%	-0.031	-0.022	6	11	0.9	-3	0.17	10
COc1ccc(S(=O)(=O)Nc2ccc(F)c(Cl)c2)cc1OC	4%	-1.2	2	7	7	0.9	6	-1.4	7
CCCCN(C(=O)CCC(=O)O)C1CC(=O)N(c2ccc(OCCC)cc2)C1=O (configuration not stated)	4%	0.044	-0.28	22	-2	0.8	/	-0.067	/
O=C(c1ccco1)N1CCN(C(=O)N2c3ccccc3Sc3ccccc32)CC1	8%	-0.46	3.7	11	-48	0.9	98*	1.4	38
CCCc1cc(C(=O)NCc2ccco2)no1	7%	0.0061	-0.19	-10	6	0.9	2	0.024	1
O=C(C1CCN(S(=O)(=O)c2cccs2)CC1)N1CCc2ccccc2C1	3%	-0.79	0.62	12	16	1	1	2.2	13
N#Cc1cc2c(nc1SCc1cccnc1)CCC2	5%	0.24	2	6	-16	0.9	6	-0.0081	11
O=C(CSc1nnc(Cc2ccccc2)n1Cc1ccco1)NC12CC3CC(CC(C3)C1)C2	6%	-1.8	-0.43	83*	5	0.9	-1	2.1	20
CNC(=O)c1sc2nc(-c3ccc(OC)cc3)cn2c1C	4%	1.3	-1	6	27	0.9	-7	0.27	-36
CC1CCCCC1NC(=O)c1cncc(Br)c1 (configuration not stated)	2%	1.2	-0.24	3	9	1	-4	-0.87	9
CCOc1ccccc1C1CC(=O)NC(SCC)=C1C#N (configuration not stated)	10%	0.048	0.051	-3	13	0.9	-3	0.61	12
CCOC(=O)c1ccc(S(=O)(=O)N2CCN(CC3CC=CCC3)CC2)cc1 (configuration not stated)	3%	-0.15	-0.53	6	-4	0.9	0	-0.12	7
COc1ccc(-c2nnc3ccc(SCC(=O)N4CCOCC4)nn23)cc1	5%	-0.025	-0.12	-6	-9	0.9	-1	0.3	3

Three compounds drawn at random from the list so far, as already listed:
SMILES	NADH enzymes	M1 antagonist	D1 mod	Ecoli tolC	SF-1 act	TNAP act mid DEA	Jurkat viability	M1 ag	HEK293 NFkB inh
O=C(c1ccc(COc2ccccc2Cl)o1)N1CCN(Cc2ccc3c(c2)OCO3)CC1	8%	-0.2	-1.2	52	-1	0.9	4	2.6	15
COC(=O)CN(c1cc(C(F)(F)F)ccc1Cl)S(C)(=O)=O	4%	-0.11	0.041	-16	2	0.9	-4	0.014	14
COc1ccccc1CNC(=O)Cn1nnc(-c2ccncc2)n1	4%	/	0.31	-10	-12	0.9	0	/	3

High-throughput results: PubChem BioAssay, several laboratories
